PRMT1 inh – PRMT1 methyltransferase inhibitors, primary screen, biochemical, fluorescence polarization; actives 1.3% (n = 370,000); recombinant PRMT1, activity-based probe fluorescence polarization; Protein arginine N-methyltransferase 1 (Homo sapiens), Q99873; inhibition, % at 2.79 µM; AID 652257, 2013;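 active means inhibition above about 21% made by adding two undisclosed values, limit read from the data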
PG9 Ab binder – binders of HIV-1 gp120 antibody PG9, primary screen, biochemical, TR-FRET; HIV-1 gp120 / PG9 antibody interaction; TR-FRET gp120-PG9 antibody binding; inhibition, % at 6.7 µM; actives 0.43% (n = 360,000); in the data active means inhibition above about 8.5%
MBD2 DNA inh – inhibitors of MBD2 binding to methylated DNA, primary screen, biochemical, TR-FRET, DNA-binding domain, human; Methyl-CpG-binding domain protein 2 (Homo sapiens), Q9UBB5; MBD2 binding to methylated oligonucleotide; inhibition, % at 4.4 µM; actives 0.31% (n = 370,000); AID 686964, 2013; in the data active means inhibition above about 13%
LEDGF integ inh – blockers of LEDGF/p75-dependent integrase strand transfer – biochemical, TR-FRET, high throughput, primary screen; HIV-1 integrase (with human LEDGF/p75); TR-FRET IN-LEDGF/p75 DNA integration, Eu/Cy5; inhibition, % at 3.7 µM; actives 0.64% (n = 370,000); AID 743269, 2014;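 active means inhibition above the screen-wide mean plus 3 SD, cut at about 13% in these data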;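 further: signal is the Cy5 over europium emission ratio at 671 and 618 nm; 0% = plate median of compound wells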
TCR CD3 inh – inhibitors of human TCR-CD3 interaction, primary screen, biochemical, fluorescence, TAMRA-labeled TCR probe. inhibition, % at 9.4 µM. T-cell receptor (TCR). actives 0.37% (n = 360,000). AID 651800, 2012; in the data active means inhibition above about 19%;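 further: recombinant mutant TCR 2C K166C tagged with TAMRA read by polarization; 0% = receptor in buffer alone and 100% = receptor with positive control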
HTRA1 inh – HTRA1 serine protease inhibitors, primary screen, biochemical, fluorescence polarization, HTS. Q92743. inhibition, % at 5.96 µM. recombinant HTRA1, FP-rhodamine activity-based probe. actives 0.5% (n = 340,000); in the data active means inhibition above about 36%;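 further: 0% = enzyme with DMSO and 100% = wells lacking enzyme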
UHRF1 binding – UHRF1 methylated DNA binding inhibitors, primary screen, counter-screen for MBD2 inhibitor project, biochemical, TR-FRET, human UHRF1, single concentration | inhibition, % at 4.4 µM | actives 0.75% (n = 370,000) | UHRF1 binding to methylated oligo; in the data active means inhibition above about 21%;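 further: UHRF1 SRA domain binding a hemimethylated CpG hairpin DNA probe; 0% = median of test compound wells and 100% = reference inhibitor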
mABHD4 FP – ABHD4 inhibitors, primary screen, biochemical, fluorescence polarization, mouse | (Lyso)-N-acylphosphatidylethanolamine lipase (Mus musculus), Q8VD66 | purified mABHD4, FP-Rh probe fluorescence polarization | inhibition, % at 8.92 µM | actives 0.54% (n = 370,000);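 active means inhibition exceeding the mean over every tested compound plus 3 SD, cut at about 30% in these data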;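 further: 0% = plate median of compound wells and 100% = S159A mutant with DMSO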
Target sequence (Q8VD66 whole entry, looked up): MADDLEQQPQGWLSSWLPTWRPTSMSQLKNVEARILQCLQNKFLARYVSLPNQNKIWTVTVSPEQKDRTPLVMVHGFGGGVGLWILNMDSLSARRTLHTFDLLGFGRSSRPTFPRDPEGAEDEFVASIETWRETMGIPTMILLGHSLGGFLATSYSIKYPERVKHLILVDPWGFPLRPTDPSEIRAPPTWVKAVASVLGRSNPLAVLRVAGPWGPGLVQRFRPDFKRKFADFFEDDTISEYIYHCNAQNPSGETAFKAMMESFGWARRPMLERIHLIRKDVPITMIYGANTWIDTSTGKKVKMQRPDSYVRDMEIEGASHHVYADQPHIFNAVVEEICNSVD
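Assay system: Wild-type mouse ABHD4 protein | Medium: HEPES pH 7.0 buffer, 150 mM NaCl, 0.01% Pluronic F-127 | Incubation: Enzyme–compound pre-incubation 45 min, then probe 60 min, both 25 °C | Technique: Fluorescence polarization with parallel and perpendicular emission, 525/598 nm | Evaluation: % inhibition of FP-Rh probe binding versus controls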
NR1D1 modulator – modulators of Rev-erb alpha DNA binding, primary screen, biochemical, FITC-DNA, fluorescence polarization, uHTS; Rev-erbα–FITC-DNA binding, 90 min; actives 0.79% (n = 370,000); Nuclear receptor subfamily 1 group D member 1 (Homo sapiens), P20393; activity, % at 10 µM;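 active means activity above about 14%, limit read from the data; passing the limit was not always enough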;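 further: 0% = DMSO wells with 35 nM protein and 100% = DMSO wells with 750 nM protein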
Target sequence (P20393 whole entry, looked up): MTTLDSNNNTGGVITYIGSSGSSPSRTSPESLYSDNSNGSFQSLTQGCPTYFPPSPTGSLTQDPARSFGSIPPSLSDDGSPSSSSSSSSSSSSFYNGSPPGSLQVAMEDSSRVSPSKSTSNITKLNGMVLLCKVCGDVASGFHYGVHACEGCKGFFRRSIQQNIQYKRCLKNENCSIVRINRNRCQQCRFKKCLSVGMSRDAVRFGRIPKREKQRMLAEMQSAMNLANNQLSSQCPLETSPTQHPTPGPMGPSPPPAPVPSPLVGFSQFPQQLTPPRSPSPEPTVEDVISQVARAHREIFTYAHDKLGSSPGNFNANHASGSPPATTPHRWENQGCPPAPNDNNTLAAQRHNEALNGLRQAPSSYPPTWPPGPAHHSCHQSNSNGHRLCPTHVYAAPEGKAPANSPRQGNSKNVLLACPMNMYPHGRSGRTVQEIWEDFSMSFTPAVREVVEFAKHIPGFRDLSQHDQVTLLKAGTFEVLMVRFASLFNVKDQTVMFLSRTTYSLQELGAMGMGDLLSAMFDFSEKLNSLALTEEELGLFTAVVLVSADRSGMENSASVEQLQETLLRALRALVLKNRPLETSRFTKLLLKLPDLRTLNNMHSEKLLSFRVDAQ
rCAG RNA binder – binders of r(CAG) RNA repeats, primary screen, biochemical, fluorescence; inhibition, % at 3 µM; actives 1.3% (n = 370,000); r(CAG) RNA repeat, TO-PRO-1 dye displacement fluorescence; AID 651821, 2012;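 active means inhibition above the plate cutoff, the mean of all test compounds on that plate plus 3 SD, cut at about 35% in these data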;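 further: 0% = DMSO alone and 100% = 100 µM mitoxantrone as full dye displacement; higher means more dye released from RNA so lower well fluorescence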
Numbers without * were called inactive; . = not tested or not shown; & = joins results of further samples. Only part of the results is shown; count on the stated rates, not on these rows.

canonical_smiles,PRMT1 inh,PG9 Ab binder,MBD2 DNA inh,LEDGF integ inh,TCR CD3 inh,HTRA1 inh,UHRF1 binding,mABHD4 FP,NR1D1 modulator,rCAG RNA binder
O=C(COC(=O)c1ccc[nH]c1=O)NC1CCCCCC1,1,0.6,0,-5,-2,-5,56*,2,7,-4
C[C@H](CO)N1C[C@H](C)[C@@H](CN(C)S(=O)(=O)c2ccc(F)cc2)Oc2ccc(NC(=O)C3CCCCC3)cc2C1=O,0,-0.7,-1,0,-2,-2,-2,4,-2,-4
CN(C)C(=O)c1nnsc1Sc1ccc(Cl)cc1,-1,-1.0,2,-1,9,-6,-4,3,-8,6
Cc1ccn2c(NCc3ccccc3)c(-c3cccs3)nc2c1,1,-4.0,-5,-4,0,-3,-4,6,1,1
O=C(NC(=S)NC1CCS(=O)(=O)C1)c1cccc([N+](=O)[O-])c1 (stereo not given),-1,-2.3,2,3,11,-6,0,6,-3,-3
CCCCN(Cc1nc2ccccc2c(=O)[nH]1)C(=O)CN1C(=O)NC2(CCCCC2)C1=O,3,0.2,2,-2,-5,-3,1,3,2,5
O=C(c1ccccn1)N1CCCC(N2CCN(c3cccc(C(F)(F)F)c3)CC2)C1 (stereo not given),-4,-2.2,-2,1,-2,2,1,9,1,-6
CCCn1c2ccccc2c2nnc(SCC(=O)Nc3ncccn3)nc21,0,-0.8,-3,-2,1,2,-4,8,-2,4
COC(=O)c1cccc(NC(=O)c2ccc(S(=O)(=O)N3CCN(C)CC3)cc2)c1,-1,-2.4,-4,2,2,9,-1,-4,-1,-4
OC(c1ccc2ccccc2c1)c1ncc(-c2ccc(C(F)(F)F)cc2)[nH]1 (stereo not given),10,-1.7,3,-1,-3,.,-1,-62,7,6
c1ccc(-c2nnc3n2CCCC3)cc1,-1,1.2,3,-4,-4,-4,0,-4,3,0
O=S(=O)(c1ccc(F)cc1)N1CCN(c2ccc(F)cc2)CC1,-1,0.4,5,2,-4,-1,1,3,0,-4
O=C(N[C@@H](Cc1c[nH]c2ccccc12)C(=O)O)C1CCN(S(=O)(=O)c2cccs2)CC1,-4,2.5,2,-2,-4,3,-1,19,-3,12
Cc1cc(C)cc(NC(=O)CCN2CCCC2)c1,-2,2.3,4,-1,-10,-4,3,-2,3,2
O=C(COC(=O)C1CCN(S(=O)(=O)c2ccc3c(c2)OCCO3)CC1)NC1CCS(=O)(=O)C1 (stereo not given),2,1.0,1,81*,3,-4,1,4,-2,-1
CCOc1ccc(NC(=O)Cn2nnc(-c3ccccc3NC(=O)C3CC3)n2)cc1,-1,-0.5,3,-2,9,4,1,6,-1,1
CNC(=O)c1c(NC(=O)c2ccc(N3C(=O)CCC3=O)cc2)sc2c1CCCC2,4,0.2,4,1,-5,-19,-1,-7,-2,12
COc1cccc(NC(=O)C2C3CC4OC(=O)C2C4C3)c1 (stereo not given),-1,-3.4,3,-4,5,0,-1,5,1,1
c1ccc(NN(Cc2ccncc2)c2ccccc2)cc1,1,-1.1,1,0,-1,-4,-2,-6,-8,0
COc1ccc(-c2nc3c4ccccc4[nH]c(=O)n3n2)cc1,2,-0.8,4,-2,3,-6,-5,-9,3,13

Later entries:
canonical_smiles,PRMT1 inh,PG9 Ab binder,MBD2 DNA inh,LEDGF integ inh,TCR CD3 inh,HTRA1 inh,UHRF1 binding,mABHD4 FP,NR1D1 modulator,rCAG RNA binder
CC(C)(C)c1ccc(OCC(=O)NC2CCS(=O)(=O)C2)cc1 (stereo not given),-4,0.4,-3,1,9,-1,-4,-4,2,1
OC(CCN1CCCC1)(c1ccccc1)C1CCCCC1 (stereo not given),-1,-0.8,-1,-1,1,1,0,7,-1&0,7
COc1ccc(-c2nn(-c3ccccc3)cc2/C=C/C(=O)OCC(=O)Nc2cccc(C#N)c2)cc1,-1,2.0,-1,-4,5,-50,2,1,-2,2
Nc1nnn(CC(=O)N/N=C/c2ccc(Cl)cc2Cl)n1,3,-1.6,4,-4,-7,1,0,3,0,-2
CCOC(=O)c1ccc(N[C@@H]2CCN3C(=O)c4ccccc4[C@@H]3C[C@H]2O)cc1,0,-1.1,-1,4,9,-2,0,3,-5,4
CCc1nc2c(OCCOC)cccn2c1N(C)C(=O)c1ccc(C)cc1,3,0.3,1,2,4,.,0,-7,-2,1
C/C(=N/NC(=O)c1ccc(Br)o1)c1ccncc1,-4,-2.0,-1,-1,6,6,0,10,-3,-1
CCc1ccc([C@@H]2C[C@H]3[C@@H](CN2S(=O)(=O)c2ccc(C)cc2)C(=O)C[C@@H](c2ccc(C)cc2)N3S(=O)(=O)c2ccc(C)cc2)cc1,3,-0.9,1,-4,1,-15,1,1,-1,11
CN1OC[C@@H]2CN(S(=O)(=O)c3cc(Cl)cc(Cl)c3)[C@H](c3ccc(-c4ccc(C#N)cc4)cc3)C[C@@H]21,8,0.3,3,3,1,.,4,-20,1,4
N#CCCNS(=O)(=O)c1ccc(C(=O)OCC2CCCCC2)cc1,12,-0.7,7,-4,-10,-8,6,-22,6,3
Cc1cc(Cl)ccc1NC(=O)CCC(=O)N/N=C/c1cc([N+](=O)[O-])ccc1O,-1,-3.3,-4,-1,-6,9,1,9,4,3
Cc1cc(C)n2nc(SCC(=O)N(C)c3ccccc3)nc2n1,2,-1.1,0,0,1,-1,0,-3,1,-3
O=C(CCN1CCN(CCO)CC1)Nc1ccc(OCc2ccccc2)cc1,-4,1.2,2,1,6,-4,2,3,0,-6
O=C(CCNC(=O)N1CC(=O)Nc2ccccc21)NCc1ccccc1Cl,2,-1.1,4,0,-2,-1,-1,-1,4,1
O=C(COC(=O)c1cncc(Br)c1)NCc1ccc2c(c1)OCO2,2,0.8,-1,-7,-1,-1,17,3,3,4
CC(NC(=O)c1ccc(Br)o1)C1CC2CCC1C2 (stereo not given),0,0.5,0,-2,-2,-3,0,-2,0,-1
O=C(/C=C/c1cccc([N+](=O)[O-])c1)Nc1cccc(NC(=O)c2ccco2)c1,0,-2.5,-1,1,-2,-59,1,-22,-1,7
CC(C)C[C@@H](C(=O)O)N(Cc1cccc(CN([C@@H](CC(C)C)C(=O)O)S(C)(=O)=O)c1)S(C)(=O)=O,1,-0.3,4,2,0,-1,4,5,-4,11
O=S(=O)(Nc1cccc(Oc2cnccn2)c1)c1ccc(F)cc1,2,-2.4,4,-2,-9,-4,2,3,-3,1
Cn1ccsc1=NC(=O)c1ccc(S(C)(=O)=O)cc1,-2,-0.9,-5,-2,3,0,0,0,3,3

Continuation.
canonical_smiles,PRMT1 inh,PG9 Ab binder,MBD2 DNA inh,LEDGF integ inh,TCR CD3 inh,HTRA1 inh,UHRF1 binding,mABHD4 FP,NR1D1 modulator,rCAG RNA binder
Cc1c(C(=O)NCc2cccc(C(F)(F)F)c2)sc(=O)n1Cc1cccc(F)c1,-1,-3.4,7,3,1,.,3,-24,1,-1
O=C(CSc1nc2[nH]ncc2c(=O)[nH]1)Nc1ccc(OC(F)(F)F)cc1,-1,0.2,-1,2,8,-1,1,-9,3,8
CCC[N+](CC#Cc1ccccc1)(CCC)CC(=O)OCC,2,-2.2,-1,-3,-1,4,-2,8,1,0
O=C1NCC(Nc2ccc(Br)cc2)C(=O)N1 (stereo not given),0,1.4,-1,-2,9,6,0,-2,3,5
CN(C)c1nc2c(cnn2C)c(=O)[nH]1,-3,-1.0,-7,1,2,3,0,0,4,1
COc1ccc(S(=O)(=O)Nc2ccc(NC(C)=O)cc2)cc1OC,3,0.4,0,2,0,-4,0,-6,-2,2
Cc1ccc(C2=NS(=O)(=O)N(C)C(C(=O)NCc3ccco3)=C2)cc1,6,0.7,1,3,-6,-2,1,-1,3,6
Cc1ccc(Cn2c(N)nc3ccccc32)cc1,4,0.9,-1,-2,-5,10,3,6,-8,-1
COCC(C)NC(=O)/C(=C/c1ccccc1)c1ccccc1 (stereo not given),1,-5.7,1,2,-3,-1,1,-2,10,-3
O=C(c1[nH]c(C(F)(F)F)nc1-c1ccccc1)N1CCOCC1,6,-1.4,-2,-3,-11,.,1,8,-3,2
NC(=O)CN1C(=O)C(=O)N(Cc2ccccc2Cl)C1=O,1,-0.8,3,-2,-6,0,1,6,2,-3
O=C(O)c1ccc(N/N=C/C=C/c2ccc([N+](=O)[O-])o2)cc1,5,-33,-16,9,-40,-15,0,-10,-15,12
Cc1ccccc1NC1=NC(C)(C)N=C(N)N1,-2,0.0,4,2,7,3,-1,10,1,1
c1ccc2c(c1)Cn1c-2nc2ccccc21,3,-3.1,-3,-4,-1,-2,-4,3,-2,3
COc1cccc(C=Cc2nccc3ccccc23)c1OC,-1,-1.4,4,2,3,-30,-1,2,-5,0
CC(=O)N1CCN(c2cc(N3CCCC3)c(F)cc2[N+](=O)[O-])CC1,-1,0.0,-16,-5,2,-2,-14,1,4,-5
Cc1ccc(CSc2nnc(-c3ccccn3)n2C)cc1,-1,-0.1,-2,2,8,1,-2,-2,-6,-6
O=C(N/N=C/c1cccc([N+](=O)[O-])c1)c1ccc(Br)cc1,1,-1.2,2,-1,-3,-3,0,1,-26,-1
CN1CCn2c1nc(N1CCOCC1)nc2=O,1,0.3,4,2,-2,0,1,6,-1,-2
CCN(CC)c1ccc(NC(=O)c2ccco2)c(C)c1,0,-8.4,6,-5,5,9,16,-1,0,0

Taken from above for reference:
canonical_smiles,PRMT1 inh,PG9 Ab binder,MBD2 DNA inh,LEDGF integ inh,TCR CD3 inh,HTRA1 inh,UHRF1 binding,mABHD4 FP,NR1D1 modulator,rCAG RNA binder
CN1CCn2c1nc(N1CCOCC1)nc2=O,1,0.3,4,2,-2,0,1,6,-1,-2
CCN(CC)c1ccc(NC(=O)c2ccco2)c(C)c1,0,-8.4,6,-5,5,9,16,-1,0,0

(list continues)
canonical_smiles,PRMT1 inh,PG9 Ab binder,MBD2 DNA inh,LEDGF integ inh,TCR CD3 inh,HTRA1 inh,UHRF1 binding,mABHD4 FP,NR1D1 modulator,rCAG RNA binder
Cc1ccc(/C=N\NC(=O)/C(=C\Nc2nccc(C)n2)NC(=O)c2ccccc2)cc1,-1,0.2,-4,-5,3,-7,-7,10,5,4
CCCCSCc1nc2ccccn2c1Br,4,1.2,-2,-6,-2,4,-1,4,9,-4
OC(CNCc1ccccc1Cl)C(F)(F)F (stereo not given),5,3.7,-4,-2,-7,4,3,2,8,-2
Cc1ccc(S(=O)(=O)CCC(=O)OCC(=O)NCCc2ccc(S(N)(=O)=O)cc2)cc1,-3,-1.6,2,2,-1,1,-1,-1,-2,5
Cc1ccc(C(=O)Nc2ccc(N3CCCCC3)cc2)cc1,-2,-0.1,5,0,-5,2,1,1,-3,-2
CCOC(=O)C1CCCn2c1nc1sc3c(c1c2=O)CCCC3 (stereo not given),0,2.7,1,-2,-6,0,-3,8,5,-2
COc1ccccc1Nc1n[nH]c(=S)s1,47*,-3.2,4,-6,-1,7,0,4,-3,-1

Assay outcomes as filed in PubChem.
